# H1N1 NS1A inhibition: H1N1 influenza NS1A inhibitors, functional cell based assay (AID 504329); 340,000 tested, 0.3% active; one-dose inhibition, % at 12.5 µM; IC50 in µM for titrated hits; NS1A functional cell-based assay, percent inhibition; higher % means a stronger effect; in the data active = a potency from the dose series; inconclusive = inhibition above about 27% without an active follow-up result; note: strong numbers were not always called active
# Salmonella PhoP GFP: PhoP regulon inhibitors, Salmonella typhi PhoP promoter GFP reporter, confirmatory (AID 1850); Salmonella Typhi PhoP-promoter GFP reporter, fluorescence, 4 h; higher % means a stronger effect; inhibition, % at 50 µM, or IC50 in µM where a hit was titrated; 310,000 tested, 0.33% active; in the data active = a potency from the dose series; inconclusive = inhibition mostly from about 25% at the one dose, without a potency; inactive = the rest, 99 in 100 with inhibition below about 19%;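 note: 0% = induced wells with vehicle and 100% = uninduced wells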
# VEEV TC-83 Vero: inhibitors of VEEV TC-83 cytopathic effect, confirmation, Vero cells (AID 588727); Vero cells, VEEV TC-83 cytopathic effect inhibition; higher % means a stronger effect; 350,000 tested, 0.13% active; inhibition, % at 20 µM; hits with a dose series show IC50 in µM; in the data active = a potency from the dose series; inconclusive = inhibition mostly from about 14% at the one dose, without a potency; inactive = the rest, 99 in 100 with inhibition below about 12%; note: strong numbers were not always called active
# M. tuberculosis HTS: M. tuberculosis growth inhibition, HTS (AID 449762) | M. tuberculosis H37Rv growth inhibition, 7H9 media; higher % means a stronger effect | inhibition, % at 25 µM; hits with a dose series show IC50 in µM | 330,000 tested, 0.59% active; in the data active = a potency from the dose series; inconclusive = inhibition above about 70% without an active follow-up result;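 note: bacterial growth assessed after seven days of incubation; strong numbers were not always called active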
# M. tuberculosis: growth inhibition of non-replicating M. tuberculosis (AID 488890). inhibition, % at 25 µM, or IC50 in µM where a hit was titrated. 320,000 tested, 0.39% active. Mycobacterium tuberculosis non-replicating, growth inhibition; higher % means a stronger effect; in the data active = a potency from the dose series; inconclusive = inhibition mostly from about 82% at the one dose, without a potency; inactive = the rest, 99 in 100 with inhibition below about 76%;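 note: plate controls were DMSO cells for no effect and high antibiotic wells for full effect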
# VEEV TC-83 Vero 10K pilot screen: recorded beside VEEV TC-83 Vero, whose call it bears; inhibition, %; measured here: 10K pilot screen inhibition
# * = called active by the depositor; i = inactive; ? = inconclusive; . = not tested or not shown.
SMILES,H1N1 NS1A inhibition,Salmonella PhoP GFP,VEEV TC-83 Vero,M. tuberculosis HTS,M. tuberculosis,others
CC1=C(OC(=O)C(C)(C)C)C(C)(C)C(c2ccccc2)OC1=O (stereo not drawn),-4.5%,-7.1%,i,-0.8%,0.0%,
CCC(C(=O)NCC1CCCO1)N(C(=O)CNS(=O)(=O)c1ccccc1)c1ccc(F)cc1 (stereo not drawn),-3.6%,-3.2%,i,3.5%,3.7%,
CN(C)CCNC(=O)c1cccc(NS(=O)(=O)c2ccc(Cl)c(Cl)c2)c1,9.8%,-11.3%,i,5.5%,2.0%,
CCN1C(=O)N(S(=O)(=O)C(F)(F)F)[C@@H](c2ccccc2)C(C(=O)OC)=C1C,14.2%,0.7%,0.3%,1.8%,3.0%,
Cc1cccc(Nc2ncc3c(n2)CC(c2ccco2)CC3=O)c1 (stereo not drawn),-1.9%,-1.4%,7.7%,17.8%,3.2%,
COc1ccc(C(=O)COC(=O)c2cc(S(=O)(=O)NCc3ccccc3)ccc2O)cc1,3.5%,-8.4%,i,-11.6%,12.3%,
CS(=O)(=O)Nc1ccc(C(=O)NC2CCCCC2)cc1,-10.2%,3.1%,1.0%,-9.8%,-14.0%,
CC(C)(C)N(Cc1ccccc1)C(=O)CSc1nc2ccccc2c(=O)[nH]1,4.6%,-10.9%,i,-0.5%,5.5%,
C=CCOc1ccc(CNc2nn[nH]n2)cc1,2.1%,-1.2%,2.4%,15.5%,1.5%,
Cc1cccnc1NC(=O)c1ccc(S(=O)(=O)N2CC(C)OC(C)C2)cc1 (stereo not drawn),3.6%,3.4%,1.6%,-3.6%,-3.4%,
O=C(COC(=O)c1cccnc1)Nc1cccc(Cl)c1,0.9%,12.4%,1.3%,-3.1%,-2.1%,
Cc1ccc(C2=CSC3=NCCN23)cc1,-22.4%,10.4%,i,-11.8%,-1.1%,
COCCn1c(-c2ccc(-c3ccc([N+](=O)[O-])cc3Br)o2)nc2c1c(=O)[nH]c(=O)n2CC(C)C,-3.8%,-3.1%,9.2%,3.4%,-1.6%,
O=C(NC(=S)NCc1ccccc1)c1ccccc1,-6.1%,-10.7%,0.0%,12.4%,29.6%,
COC(=O)c1ccc(-c2nc3ccccc3[nH]2)cc1,-4.2%,-7.0%,1.3%,-8.0%,36.5%,
CC1CC(C)CN(C(=O)COC(=O)c2cc3ccccc3oc2=O)C1 (stereo not drawn),-3.0%,.,0.5%,13.6%,21.8%,
Cc1ccc2c(Cl)c(Cc3ccccc3)c(=S)[nH]c2n1,-0.5%,.,1.3%,.,.,
C=CCNC(=O)c1cc2c(=O)n3ccccc3nc2s1,4.9%,-1.0%,1.5%,6.9%,-2.7%,
CCOC(=O)C1CCN(C(=S)Nc2cc(C)ccc2C)CC1,-3.5%,2.3%,3.8%,8.8%,-2.3%,
CCC(C)C(NC(=O)OCc1ccccc1)C(=O)NCC(c1ccccc1)N(C)C (stereo not drawn),6.0%,9.2%,i,-1.9%,11.8%,
CCOC(=O)C1=C(C)N=c2s/c(=C\c3ccc(OCC(=O)O)cc3)c(=O)n2C1c1ccc(Cl)cc1 (stereo not drawn),6.0%,-18.2%,i,5.0%,1.6%,
CCCC1(CCC)NC(=O)N(CC(=O)Nc2ccc3c(c2)OCCO3)C1=O,4.3%,.,i,-1.7%,6.8%,
O=C(CSc1ccc(-c2cccnc2)nn1)N1CCCCC1,4.7%,-5.5%,6.2%,-1.2%,8.3%,
COc1ccc(CNC(=S)N/N=C(/C)c2ccccc2)cc1,.,-3.7%,i,?,?,
CCC(C)NC(=O)CS(=O)(=O)Cc1nc(-c2cccc(OC)c2)oc1C (stereo not drawn),3.3%,6.8%,i,-7.5%,0.8%,

# 3 structures already listed, ordered by count of non-hydrogen atoms, highest first:
SMILES,H1N1 NS1A inhibition,Salmonella PhoP GFP,VEEV TC-83 Vero,M. tuberculosis HTS,M. tuberculosis,others
CCC(C)C(NC(=O)OCc1ccccc1)C(=O)NCC(c1ccccc1)N(C)C (stereo not drawn),6.0%,9.2%,i,-1.9%,11.8%,
Cc1cccc(Nc2ncc3c(n2)CC(c2ccco2)CC3=O)c1 (stereo not drawn),-1.9%,-1.4%,7.7%,17.8%,3.2%,
COc1ccc(CNC(=S)N/N=C(/C)c2ccccc2)cc1,.,-3.7%,i,?,?,

# Continuation:
SMILES,H1N1 NS1A inhibition,Salmonella PhoP GFP,VEEV TC-83 Vero,M. tuberculosis HTS,M. tuberculosis,others
CN(Cc1ccccc1)C(=O)C(C(=O)c1ccc(F)cc1)n1cc(Cl)ccc1=O (stereo not drawn),-5.8%,-6.3%,0.3%,-5.5%,-15.6%,
Cn1c(=O)n(Cc2ccccc2)c(=O)c2c1nc1n2CCCN1C1CCCCC1,-24.6%,2.7%,3.8%,99.0%,-11.2%,
Clc1ccc(Nc2ncnc3c2cnn3-c2ccccc2)cc1,5.2%,-4.0%,1.7%,4.0%,.,
CCC(C)NC(=O)Cn1c(=O)n(-c2ccccc2)c(=O)c2ccc(C(=O)NCc3ccco3)cc21 (stereo not drawn),0.0%,-16.5%,3.2%,-2.0%,-1.5%,
O=C1OCCC1Sc1nnc(-c2cccnc2)n1-c1ccccc1F (stereo not drawn),.,10.2%,0.9%,-11.6%,-9.3%,
CCn1ncc(NC(=S)Nc2ccc(OC)c(OC)c2)c1C(N)=O,-1.6%,3.6%,1.6%,3.0%,14.8%,
CC(C)(C)c1cc(CCC(=O)NN)cc(C(C)(C)C)c1O,-4.7%,-3.0%,0.1%,0.4%,14.6%,
CCN(CC)S(=O)(=O)c1ccc(N2CCCC2)c(NC(=O)C2CCCCC2)c1,4.5%,6.3%,i,4.7%,6.9%,
COc1ccc(C(c2c(NC(=O)c3ccccc3)sc(C)c2C)N2CCN(CCO)CC2)cc1 (stereo not drawn),-2.8%,3.0%,1.3%,12.9%,38.0%,
CNS(=O)(=O)c1cccc(C(=O)OCc2cc(Cl)cc3c2OCOC3)c1,4.3%,-2.8%,i,-6.5%,21.6%,
O=C(/C=C/c1ccc(O)cc1)OCc1occc(=O)c1O[C@@H]1OC(CO)[C@@H](O)[C@H](O)[C@@H]1O (stereo partly drawn),-6.4%,-11.8%,0.7%,-9.1%,-11.5%,
COc1ccc(COC(=O)c2cc([N+](=O)[O-])ccc2N2CCOCC2)cc1F,-2.6%,2.6%,4.6%,7.3%,10.2%,
Cc1ccc2c(Cl)c(C(=O)NCC3CCCO3)sc2c1 (stereo not drawn),-1.1%,12.3%,i,8.0%,53.8%,
CCOc1ccccc1N(CC(=O)Nc1ccccc1C(=O)O)S(C)(=O)=O,3.9%,-11.2%,1.3%,2.4%,13.1%,
CCOc1c(C)cnc2c1c(=O)n(Cc1ccccc1F)c(=O)n2C,-5.4%,2.1%,3.5%,-5.7%,14.6%,
N#C/C(=C\Nc1ccccc1SC(F)(F)F)c1nc(-c2ccccc2)cs1,1.2%,-12.2%,0.1%,-0.8%,-1.5%,
COc1ccccc1C(=O)CSc1ccccn1,5.9%,6.2%,8.0%,4.5%,8.2%,VEEV TC-83 Vero 10K pilot screen=1.2
COc1ccc(OCCn2cnc3ccccc32)cc1,-10.9%,6.3%,0.1%,3.6%,0.3%,
Cc1c(C=C2C(=O)c3ccccc3C2=O)cc(C#N)n1C,.,9.0%,.,-4.7%,-6.7%,
COCCNC(=O)CCSCc1ccccc1F,-1.5%,-2.4%,1.3%,-6.2%,8.9%,
CC(C)OC12Oc3ccccc3C=C1N1CCC2CC1 (stereo not drawn),-4.9%,3.5%,0.3%,-3.8%,3.7%,
COc1ccc2[nH]c3c(c2c1)CCN1C(=O)C(CC(=O)NCc2cccc(C(F)(F)F)c2)C[C@H](C(=O)N(C(C)C)C(C)C)[C@@]31C (stereo partly drawn),3.2%,.,0.6%,.,.,
CCOc1ccc(N2C(N)=NC(N)=NC2(C)C)cc1,-7.5%,-0.2%,0.5%,-7.5%,7.5%,
COc1ccc(OC)c(/C=C/C(=O)OCC(=O)NCc2cccs2)c1,-18.1%,.,0.3%,-5.0%,22.8%,
Cc1c(-c2n[nH]c(=S)n2-c2ccc(C(F)(F)F)cc2)nnn1-c1ccccc1,-5.1%,-17.0%,2.1%,0.3%,-14.2%,
# The listing continues.
SMILES,H1N1 NS1A inhibition,Salmonella PhoP GFP,VEEV TC-83 Vero,M. tuberculosis HTS,M. tuberculosis,others
CCCCN1CCc2c([nH]c3c(C)cccc23)C1=O,-5.3%,-1.0%,2.0%,10.0%,15.6%,
CC(=O)Oc1ccc(C2=Cc3ccc(OC(C)=O)cc3OC2C)cc1 (stereo not drawn),-11.6%,.,2.7%,.,.,
O=C(NCCCN1CCCCC1)c1ccc(CS(=O)c2ccc(F)cc2)o1 (stereo not drawn),2.1%,-2.8%,0.3%,-8.3%,-5.8%,
Cc1ccccc1NC(=O)Cn1nnc(C(=O)NCc2ccco2)c1N,-0.1%,-0.8%,0.8%,-1.4%,-4.6%,
COc1ccc(CCNC(=O)C23CCC(C)(C(=O)C2Br)C3(C)C)cc1OC (stereo not drawn),-3.4%,-4.0%,?,-5.5%,16.6%,
Cc1cc(NC(=O)c2ccccc2F)cc(C)c1OCC(=O)N1CCOCC1,-6.6%,-5.5%,2.8%,-17.2%,1.9%,
COCCNC(=O)COC(=O)c1cc(-c2ccc(OC)cc2)nc2ccccc12,-7.7%,9.6%,0.7%,39.9%,18.6%,
CC1CCN(c2nc(-c3ccccc3)cc(C(F)(F)F)n2)CC1,-17.1%,9.2%,1.3%,4.4%,-14.3%,
O=C(CCC(=O)c1ccccc1)NCc1cccc(C(F)(F)F)c1,3.9%,.,3.8%,-6.0%,31.0%,
COc1ccccc1-c1coc2cc(OC(=O)N3CCOCC3)ccc2c1=O,.,7.3%,3.0%,5.4%,.,
CC1=C(C(=O)N2CCN(C(=O)c3ccco3)CC2)C2(CCC(C)CC2)OC1=O (stereo not drawn),2.1%,-10.5%,0.5%,-10.8%,-1.0%,
CCOC(=O)c1ccc(N=C2NC(=O)CS2)cc1,1.5%,-2.0%,i,-7.4%,23.4%,
O=C(Nc1cccc(-c2nc3ccccc3o2)c1)c1ccc(N2C(=O)C3C4C=CC(C4)C3C2=O)cc1 (stereo not drawn),-19.5%,-2.0%,5.5%,2.1%,-1.3%,
Cc1ccc(NC(=O)c2c(-c3ccccc3Cl)noc2C)nc1,-1.3%,-5.2%,1.1%,-3.4%,3.7%,
O=C(O)COc1ccccc1/C=N/NC(=O)CN1CCN(S(=O)(=O)c2ccc(Br)cc2)CC1,-6.3%,-6.4%,0.1%,-2.5%,4.4%,
Clc1cccc2sc(N3CCOCC3)nc12,1.4%,-0.2%,1.2%,-3.4%,-20.5%,
COc1ccc(OCCC(=O)OCC(=O)NCc2ccccc2)cc1,-6.5%,12.4%,0.8%,-2.4%,38.9%,
CC1CCN(C(=O)C(C)NCc2ccc(F)cc2)CC1 (stereo not drawn),1.1%,5.8%,i,6.2%,-5.6%,
C=CCOc1ccc(/C=C/C(=O)OCC(=O)NCC(=O)Nc2c(C)cc(C)cc2C)cc1,-2.6%,-3.9%,2.2%,18.1%,-9.4%,
CCC(C(=O)Nc1ccc(C(=O)N2CCCC2)cc1)c1ccccc1 (stereo not drawn),-2.1%,-2.2%,2.5%,11.3%,19.2%,
COc1ccc(-c2c(C)nn3c(N)c(-c4ccccc4)cnc23)cc1OC,-21.1%,-3.4%,10.9%,10.7%,46.3%,
Cc1ccc2c(c1)C(=O)CC(O)(C(F)(F)F)O2 (stereo not drawn),-2.1%,-10.7%,3.2%,-2.1%,-3.8%,
Cc1ccccc1N1CC(C(=O)Nc2ccc(S(=O)(=O)NCC3CCCO3)cc2)CC1=O (stereo not drawn),-3.9%,5.0%,3.2%,-8.1%,-8.5%,
CCc1ccccc1NC(=O)CCNC(=O)Cn1ccc2ccccc2c1=O,-4.2%,11.6%,i,5.6%,1.1%,
CCOC(=O)C1CCN(c2c(N3CCN(Cc4ccccc4)CC3)c(=O)c2=O)CC1,25.3%,2.0%,0.3%,-0.1%,.,

# Quoted from above for reference:
SMILES,H1N1 NS1A inhibition,Salmonella PhoP GFP,VEEV TC-83 Vero,M. tuberculosis HTS,M. tuberculosis,others
COc1ccc(-c2c(C)nn3c(N)c(-c4ccccc4)cnc23)cc1OC,-21.1%,-3.4%,10.9%,10.7%,46.3%,
Cc1ccc2c(c1)C(=O)CC(O)(C(F)(F)F)O2 (stereo not drawn),-2.1%,-10.7%,3.2%,-2.1%,-3.8%,
Cc1ccccc1N1CC(C(=O)Nc2ccc(S(=O)(=O)NCC3CCCO3)cc2)CC1=O (stereo not drawn),-3.9%,5.0%,3.2%,-8.1%,-8.5%,
CCc1ccccc1NC(=O)CCNC(=O)Cn1ccc2ccccc2c1=O,-4.2%,11.6%,i,5.6%,1.1%,
CCOC(=O)C1CCN(c2c(N3CCN(Cc4ccccc4)CC3)c(=O)c2=O)CC1,25.3%,2.0%,0.3%,-0.1%,.,
